TSG101-PTAP inh = qHTS Assay for Iinhibitors of HIV-1 Budding by Blocking the Interaction of PTAP/TSG101; Tumor susceptibility gene 101 protein (Homo sapiens), Q99816; Fluorescence polarization, FITC-PTAP peptide / Tsg101 binding; Potency, µM (top dose mostly 115 µM), inactives show at the highest dose activity change, negative = inhibition, actives largely listed as inhibitors; 340,000 tested, under 10 active; AID 493005, 2010; active = well fitted inhibition curve with a large enough effect in the main read-out, with a control signal flat, not every such curve was filed as active; inconclusive = small, poorly fitted or top-dose-only effect, or effect the other way, or a change in a side signal; inactive = no such curve, though single readings can be large or run the other way; note: potency is the fitted concentration of half-maximal effect; % of control where 0% means no effect
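Compounds were pin-transferred onto Tsg101 binding domain (10 uM final) in HEPES pH 7.5 buffer, then FITC-PTAP peptide was added at 50 nM final. After 20 min at RT, polarization reported peptide displacement across a qHTS concentration series.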
GALK inh = qHTS Assay for Inhibitors of Human Galactokinase (GALK). P51570. Purified GALK, Kinase-Glo residual ATP luminescence. Potency, µM (top dose mostly 57.5 µM), without a hit: at the highest dose activity change, negative = inhibition, most hits filed as inhibitors. 270,000 tested, 0.007% active. AID 1868, 2009; note: potency is the fitted concentration of half-maximal effect; % is set by controls: 0 for no effect and ±100 for the full control effect
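Galactose (100 uM) and ATP (35 uM) were turned over by 5 nM GALK for 1 h at RT. Kinase-Glo Plus then converted the remaining ATP into a luminescent signal.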
Giardia kill = Small Molecules that selectively kill Giardia lamblia: qHTS | Giardia lamblia trophozoite viability | activity change, % at 7.66 µM, hits read low | 340,000 tested, 0.15% active | AID 540267, 2011; in the data active = activity change below about -80%; inconclusive = between about -30% and that limit;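 note: parasites exposed to compound for two days anaerobically before the ATP read; % is set by controls: 0 for no effect and ±100 for the full control effect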
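Giardia trophozoites, 100 cells per well, were exposed to compounds for 48 hrs at 37 deg C under anaerobic conditions; viability was then read as ATP content by bioluminescence after 15-30 min at room temperature.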
ASM inhibitor = Inhibitors of Secretory Acid Sphingomyelinase (S-ASM): qHTS. Potency, µM (series often up to 57.5 µM), for the others: at the top dose activity change, negative = inhibition, hits mostly inhibitors. 340,000 tested, 0.006% active. placental ASM, HMU-PC fluorogenic substrate, 60 min. AID 504937, 2011; note: potency is the fitted concentration of half-maximal effect
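qHTS format. ASM enzyme prepared from human placenta hydrolyses the fluorogenic substrate HMU-PC0 (9 uM final) over 60 min at 37 °C after a 10 min compound preincubation.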
Menin-MLL TR inh = qHTS Assay for Inhibitors Targeting the Menin-MLL Interaction in MLL Related Leukemias: Competition With Texas Red Labeled MLL-derived Mutant Peptide; O00255; Menin + Texas Red MLL mutant peptide, fluorescence polarization; Potency, µM (series often up to 61.6 µM), without a hit: top-dose FP activity change, negative = inhibition, hits mostly inhibitors; 270,000 tested, 0.23% active; AID 1768, 2009; active = well fitted inhibition curve with a large enough effect in the polarisation, with a control signal flat, not every such curve was filed as active; inconclusive = small, poorly fitted or top-dose-only effect, or effect the other way, or a change in a side signal; inactive = no such curve, though single readings can be large or run the other way; the % refers to the polarisation; note: potency is the fitted concentration of half-maximal effect; % of control where 0% means no effect; many of its hits are not listed in these tables
B2AR arrestin = qHTS assay of beta-arrestin-biased ligands of beta2-adrenergic receptor; Beta-2 adrenergic receptor (Homo sapiens), P07550; beta-arrestin recruitment to beta2AR, cell-based reporter; AID 492947, 2010; 330,000 tested, 0.02% active; Potency, µM (titrated, usually from 46.1 µM), for inactives: top-dose activation, most hits filed as activators;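 note: potency is the fitted concentration of half-maximal effect; 0% = DMSO controls and full agonism = EC100 isoproterenol or metaproterenol; nearly all actives have a fitted effect of over 65% in size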
Coupling enz = qHTS Assay for Inhibitors of Fructose-1,6-bisphosphate Aldolase from Giardia Lamblia: Coupling assay counterscreen; coupling enzyme system counterscreen, AmpLite Red fluorescence; activity change, negative = inhibition, % at 58.2 µM, hits read low; 290,000 tested, 0.67% active; in the data active = activity change below about -30%; note: % is set by controls: 0 for no effect and ±100 for the full control effect
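Final compound at 57.5 uM, incubated 10 min at RT with coupling enzyme reagent (glyceraldehyde-3-phosphate), then 20 min with substrate and AmpLite Red detection. Fluorescence read at 525/598 nm; tests interference with the coupling assay, not aldolase inhibition.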
PKM2 activator = qHTS Assay for Activators of Human Muscle isoform 2 Pyruvate Kinase; Pyruvate kinase PKM (Homo sapiens), P14618; purified PKM2, Kinase-Glo ATP luminescence, activation; response scale: 0% is enzyme alone, no compound; Potency, µM (series often up to 57.5 µM), for inactives: top-dose activation, actives largely listed as activators; 260,000 tested, 0.34% active; note: potency is the fitted concentration of half-maximal effect; % is set by controls: 0 for no effect and ±100 for the full control effect; nearly all actives have a fitted effect of over 55% in size
Target sequence (P14618 whole entry, looked up, canonical isoform): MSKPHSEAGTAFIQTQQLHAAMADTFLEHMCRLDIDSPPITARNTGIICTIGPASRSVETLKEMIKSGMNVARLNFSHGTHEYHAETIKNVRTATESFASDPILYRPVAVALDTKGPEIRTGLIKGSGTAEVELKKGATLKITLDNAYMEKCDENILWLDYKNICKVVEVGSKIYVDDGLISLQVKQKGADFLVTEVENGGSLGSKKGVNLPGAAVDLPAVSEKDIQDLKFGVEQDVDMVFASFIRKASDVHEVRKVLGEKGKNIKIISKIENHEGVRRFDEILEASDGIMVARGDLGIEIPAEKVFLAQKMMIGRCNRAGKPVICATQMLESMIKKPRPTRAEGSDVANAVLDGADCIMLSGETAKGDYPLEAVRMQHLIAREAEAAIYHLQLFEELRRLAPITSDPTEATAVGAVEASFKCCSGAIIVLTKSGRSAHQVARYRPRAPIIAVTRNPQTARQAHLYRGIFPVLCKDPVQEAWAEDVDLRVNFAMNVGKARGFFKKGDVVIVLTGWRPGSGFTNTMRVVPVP
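ATP formation by purified human PK-M2, quantified via coupled luciferase luminescence after 1 h at room temperature with 0.1 mM ADP and 0.5 mM PEP final.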
Chronic BCR inh = qHTS Assay to Find Inhibitors of Chronic Active B-Cell Receptor Signaling; 340,000 tested, 0.05% active; Potency, µM (highest dose often 46.1 µM), for inactives: at the top dose ratio change, negative = lower green/red ratio, usual class: inhibitors; ABC-DLBCL IkBa-CBG/CBR reporter, luminescence ratio, 4 h; active = well fitted inhibition curve with a large enough effect in the signal ratio, with a control signal flat, not every such curve was filed as active; inconclusive = small, poorly fitted or top-dose-only effect, or effect the other way, or a change in a side signal; the % refers to the signal ratio;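 note: potency is the fitted concentration of half-maximal effect; plate controls were basal doxycycline-induced cells for no effect and cells given 10 µM MG132 for full effect; MG132 reads +100%, hits lower the ratio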
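Doxycycline induced both beetle luciferases in TMD8 lymphoma cells; IKK-driven degradation limits the IkappaBalpha-fused green signal, while red luminescence normalises for cell number and nonspecific effects. Compounds tested up to 46 uM, 4 hrs.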
Integrin act MD = qHTS for Activators of Integrin-Mediated Alleviation for Muscular Dystrophy. alpha7betagal myoblasts, beta-gal FDG fluorescence, 48 h. Potency, µM (top dose mostly 38.3 µM), for inactives: at the highest dose activation, hits mostly activators. 350,000 tested, 0.064% active;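 note: potency is the fitted concentration of half-maximal effect; 100% = response of the positive control SU9516; nearly all actives have a fitted effect of over 60% in size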
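Alpha7betagal+/- myoblasts (passage 13) were plated 16-24 hr, then exposed to compounds (1:260 dilution of DMSO stock) for 48 hours at 37C. After MPER lysis, β-galactosidase reporter activity was read as FDG fluorescence (ex 480/em 540) after 30 minutes.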
Tb PFK inh = qHTS Assay to Find Inhibitors of T. brucei phosphofructokinase; ATP-dependent 6-phosphofructokinase (Trypanosoma brucei brucei), O15648; T. brucei PFK, ADP-Glo luminescence; Potency, µM (series often up to 57.5 µM), for inactives: at the highest dose activity, negative = inhibition, most hits filed as inhibitors; 330,000 tested, 0.17% active; AID 485367, 2010;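 note: potency is the fitted concentration of half-maximal effect; 0% = uninhibited 1x PFK enzyme wells and -100% = no-enzyme wells; nearly all actives have a fitted effect of over 60% in size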
Target sequence (O15648 whole entry, looked up): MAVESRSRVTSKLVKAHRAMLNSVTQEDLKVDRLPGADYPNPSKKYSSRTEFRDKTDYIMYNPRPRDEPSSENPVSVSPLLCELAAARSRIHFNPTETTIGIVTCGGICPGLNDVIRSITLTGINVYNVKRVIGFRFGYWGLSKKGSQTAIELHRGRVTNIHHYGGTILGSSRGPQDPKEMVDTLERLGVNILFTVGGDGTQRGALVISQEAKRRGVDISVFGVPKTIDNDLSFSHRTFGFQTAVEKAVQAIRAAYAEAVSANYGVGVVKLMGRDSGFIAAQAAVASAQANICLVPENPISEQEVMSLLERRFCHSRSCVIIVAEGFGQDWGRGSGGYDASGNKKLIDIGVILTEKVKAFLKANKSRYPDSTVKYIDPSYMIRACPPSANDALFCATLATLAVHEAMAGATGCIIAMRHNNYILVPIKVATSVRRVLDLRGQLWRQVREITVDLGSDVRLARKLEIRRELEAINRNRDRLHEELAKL
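In TEA buffer at pH 8.0 with 5 mM MgCl2, enzyme (1.25 nM) converted F6P (0.5 mM) and ATP (0.1 mM) for 45 min at room temperature. ADP product was read by luciferase luminescence.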
An asterisk follows results filed as active; ? = inconclusive; nt = not tested or not shown; & = joins results of further samples; [ ] = another dose, or the depositor's remark. Unless noted, calls come from the whole dose curve; as a rule, active = well fitted curve in the direction sought with a large enough effect; inconclusive = small, poorly fitted or top-dose-only effect, or another doubt; inactive = no such curve, though single readings can be large; an effect the other way counts as inactive or inconclusive. An excerpt (hit frequency here may not be typical).

SMILES	TSG101-PTAP inh	GALK inh	Giardia kill	ASM inhibitor	Menin-MLL TR inh	B2AR arrestin	Coupling enz	PKM2 activator	Chronic BCR inh	Integrin act MD	Tb PFK inh
CCCS(=O)(=O)N1CCC(C(=O)N2CCc3ccccc3C2)CC1	-3.3%	-0.7%	11.8	5.7%	9.6%	-0.9%	1.2	0.5%	-8.8%	0.2%	-4.4%
COc1ccc2cc(/C=N/NC(=O)CN(c3ccccc3)S(=O)(=O)c3ccccc3)c(Cl)nc2c1	nt	1.8%	nt	nt	-1.9%	-1.0%	2.5	-17.4%	?	nt	-0.3%
COc1ccc(NS(=O)(=O)c2ccc(S(=O)(=O)N3CCCC3)cc2)cc1Cl	-0.4%	-1.4%	4.6	-3.2%	?	0.2%	5.9	8.2%	5.0%	-4.0%	2.3%
CCOc1cc(C(=O)O)ccc1OCCOc1ccccc1	-1.3%	1.2%	-0.1	-1.7%	nt	5.6%	0.4	nt	9.0%	-16.4%	0.9%
C/C(=N\NC(N)=S)C1(C)CCCCC1	-1.2%	nt	-0.8	4.4%	5.5%	6.4%	0.3	0.1%	?	-22.4%	-1.8%
O=C(Cc1ccccc1Cl)N1CCN(c2ncccn2)CC1	0.1%	-2.2%	-2.7	-2.5%	-10.1%	0.2%	-3.4	-1.5%	-0.5%	16.4%	-3.2%
CC(C)c1csc(CN2CCC(N3CCC(C(=O)NCC4CCCO4)CC3)CC2)n1 (stereo not given)	-2.5%	0.6%	-11.3	28.0%	-7.9%	-0.3%	2.7	4.4%	?	-6.7%	1.3%
COc1ccc(/C=N/n2c(C)nnc2C)c(OC)c1	-0.4%	-1.3%	-2.6	0.6%	-19.2%	0.2%	0.7	-6.8%	-7.1%	7.1%	-4.6%
CCOC(=O)COc1ccc2c(c1)C(=O)CC1(CCN(C(C)=O)CC1)O2	-1.9%	0.1%	-3.2	255.8%[activator]	11.5%	-1.1%	0.9	-4.7%	8.4%	3.5%[7.66 µM]	-2.9%
CCOC(=O)N1CCC(NC(=O)C2CCN(C(=O)c3cc4oc(C)cc4n3Cc3c(F)cccc3Cl)CC2)CC1	-15.7%	-0.7%	40.9[activator]	-8.1%	?	0.1%	-4.7	-0.4%	-2.7%	11.2%	16.0%
CS(=O)(=O)Nc1ccc(C2=NN(S(C)(=O)=O)C(c3ccc4nccnc4c3)C2)cc1 (stereo not given)	9.5%	1.2%	-6.7	2.7%	5.2%	0.1%	1.8	-10.0%	2.7%	-3.7%	3.3%
CC(=O)N1CCc2cc(S(=O)(=O)NCCC(=O)N3CCN(c4ccccn4)CC3)ccc21	-4.8%	0.2%	-5.5	1.0%	-11.3%	-0.6%	-1.0	-2.6%	3.2%	-4.2%	2.0%
S=c1[nH]nc(NCCCN2CCOCC2)s1	-0.4%	-1.3%	-20.1	-0.5%	nt	0.1%	3.4	-57.8%	?	12.1%	0.6%
COC(=O)c1ccc(C(C(=O)NC2CCCCC2)N(CCc2ccccc2)C(=O)Cc2cccs2)cc1 (stereo not given)	1.6%	0.3%	-8.8	1.0%	-6.6%	0.3%	0.8	-5.6%	4.3%	-5.0%	-3.3%
C=CCn1c(SCC(=O)Nc2cccc(C)c2)nnc1-c1cnccn1	-5.9%	7.2%	-2.5	-2.8%	-8.2%	0.2%	-9.1	1.7%	5.0%	1.0%	-7.1%
COc1ccccc1CNC(=O)/C=C/c1ccc(S(=O)(=O)N2CCOCC2)cc1	-1.9%	0.9%	-0.7	-5.5%	14.5%	0.5%	-1.0	2.1%	?	-9.4%	4.9%
CN(C)/C=C/c1onc(-c2c(Cl)cccc2Cl)c1C#N	1.0%	1.5%	2.2	-0.3%	?	-0.1%	-2.5	nt	3.0%	-15.8%	0.0%
CC1CCCCN1C(=O)CCS(=O)(=O)Cc1ccccc1 (stereo not given)	-10.4%	-2.0%	12.9	-2.1%	-3.0%	-0.1%	-1.2	-5.9%	-2.1%	7.1%	-0.3%
CC1=NNC(=O)C1C(c1ccccc1)C1C(=O)NN=C1C (stereo not given)	nt	8.4%	nt	nt	-0.3%	0.3%	-13.6	-0.2%	?	nt	-19.7%
CCN1CCN(Cc2ccc(NC(=O)c3ccc(C)c(NC(=O)c4c[nH]c5cc(C(F)(F)F)ccc5c4=O)c3)cc2C(F)(F)F)CC1	-6.1%	-1.4%	-24.4	?	nt	0.0%	-2.4	-7.9%	?	-58.5%&-2.6%[inhibitor]	0.7%
C/C(CC(=O)Nc1cc(Cl)ccc1C)=N\NC(=O)C(=O)N1CCCC1	-5.6%	-7.1%	7.0	4.3%	?	-0.1%	0.3	nt	?	-17.3%	1.2%
ClC1(Cl)CC1CSc1nnc(-c2ccncc2)o1 (stereo not given)	0.2%	-0.7%	-12.6	8.0%	10.3%	-0.6%	1.4	0.4%	3.5%	-54.9%[inhibitor]	-0.8%
CS(=O)(=O)NCCCCCCNS(C)(=O)=O	1.2%	1.9%	8.3	6.3%	8.9%	0.0%	2.0	3.0%	?	15.3%	-6.7%
O=C(OCC1OC2OC3(CCCCC3)OC2C2OC3(CCCCC3)OC12)c1ccccc1 (stereo not given)	1.1%	1.0%	2.5	-12.6%	-10.5%	-0.9%	-0.5	0.3%	5.2%	-12.3%	6.6%
COCCN(C(=S)Nc1ccc(OC)cc1)C1CCN(C(C)=O)CC1	-2.5%	-0.1%	2.5	1.2%	0.3%	-1.1%	2.5	6.3%	7.4%	-12.0%	0.3%
SMILES	TSG101-PTAP inh	GALK inh	Giardia kill	ASM inhibitor	Menin-MLL TR inh	B2AR arrestin	Coupling enz	PKM2 activator	Chronic BCR inh	Integrin act MD	Tb PFK inh
COC(=O)c1cccc(NC(=O)Nc2ccc(Cl)cc2)c1	-4.1%	-2.8%	-5.9	-1.4%	nt	-1.0%	2.8	1.0%	?	0.3%	0.0%
O=C(Cn1ccccc1=O)c1ccc(Cl)cc1	0.8%	2.2%	13.3	-1.4%	16.5%	-0.2%	-1.0	-2.4%	13.6%	12.0%	-0.1%
Cc1cc(C)cc(N(CCC#N)C(=O)COC(=O)CNC(=O)c2sc3ccccc3c2Cl)c1	0.4%	nt	-9.8	-2.0%	nt	-0.2%	nt	nt	4.8%	-14.8%	11.7%
O=C(c1ccccc1)c1ccccc1C(=O)N1CCCC1	nt	0.3%	18.6	-2.9%	-2.9%	nt	1.2	-0.3%	nt	22.5%	nt
CCCn1c(=O)c(C(=O)NC(C)c2ccccc2)c(O)c2ccccc21 (stereo not given)	-5.4%	5.7%	-4.7	0.4%	-0.2%	-0.2%	-0.4	1.1%	?	-15.6%	-1.0%
Cc1c(O)c2cccnc2[nH]c1=O	1.5%	0.2%	-0.4	-3.0%	-1.9%	-0.4%	0.0	-5.3%	1.8%	-2.4%	1.2%
O=C(COC(=O)CNC(=O)c1ccccc1)Nc1nc(-c2ccccc2)cs1	1.2%	0.1%	8.2	-4.0%	10.2%	4.3%	2.1	11.1%	10.3%	4.2%	-3.5%
COc1ccc2sc3ccccc3c(=O)c2c1	-2.8%	-1.6%	-2.2	428.2%[activator]	2.7%	0.2%	3.5	-3.7%	5.9%	-10.5%	8.8%
COc1ccc(S(=O)(=O)N2CCCCCC2)cc1C(=O)Nc1ccc(C)cn1	-7.7%	nt	-13.3	0.9%	nt	0.0%	nt	nt	?	-6.9%	3.1%
CCOc1ccc(C(=S)N2CCCC2)c(OCC)c1	-3.7%	-3.9%	4.5	2.1%	0.4%	-0.1%	2.2	-12.8%[11.5 µM]	3.2%	3.8%	?
O=C(CSc1n[nH]c(-c2cccnc2)n1)OC1CCCCC1	0.9%	0.2%	1.6	-0.3%	2.6%	-0.1%	3.3	13.6%	-22.7%	-21.0%	3.0%
COc1cc(NC(=O)c2ccc3c(c2)OCO3)ccc1NC(=O)c1ccco1	-7.0%	2.6%	-8.1	79.8%	16.6%	0.1%	2.3	-0.2%	15.7%	-0.9%	-2.4%

Source: PubChem
